Assay outcomes (PubChem)
SKN-1 inh: C. elegans SKN-1 inhibition | inhibition, % at 21.8 µM | C. elegans VP596 Pgst-4::GFP/RFP ratio, acrylamide-induced, 24 h | hit rate 0.49% among 360,000 | AID 624304;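 active means interference check ratio from 0.5 to 1.5 plus GFP to RFP signal ratio inhibition reaching or exceeding a fixed threshold, cut at about 30% in these data, passing the limit was not always enough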; further: some compounds called inactive have numbers as strong as hits
MT1-MMP act inh: blocks activation of human MT1-MMP | P50281 | HT1080 RFP-PRO-GFP cells, GFP/RFP ratio fluorescence, overnight; percent of plate control window, DMSO zero | GFP/RFP ratio change, % at 20 µM | hit rate 0.061% among 360,000;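 active means GFP/RFP ratio change of at least 30% with cell ATP level not reduced by more than half and red fluorescence within 50% of control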; further: strong numbers were not always called active
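Assay system: RFP-PRO-GFP reporter HT1080 cells; read-out basis: GFP/RFP fluorescence ratio; benchmarks: DMSO wells and RFP-L50D-GFP cells; doses: 20 µM single dose, 1% DMSO; schedule: overnight cell settling, then overnight compound exposure, 37 °C, 5% CO2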
FAS-TE inh: blocks the thioesterase domain of human fatty acid synthase | hit rate 0.67% among 360,000 | recombinant FAS-TE, OMFH fluorogenic substrate, fluorescence endpoint | AID 602261 | P49327 | inhibition, % at 15 µM;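 active means compounds whose normalised, plate-corrected inhibition of enzyme fluorescence in the single-dose primary screen is 50% or more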;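 further: 0% = DMSO with enzyme and 100% = substrate without enzyme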
Target sequence (P49327 whole entry, looked up, the tested form may be a part): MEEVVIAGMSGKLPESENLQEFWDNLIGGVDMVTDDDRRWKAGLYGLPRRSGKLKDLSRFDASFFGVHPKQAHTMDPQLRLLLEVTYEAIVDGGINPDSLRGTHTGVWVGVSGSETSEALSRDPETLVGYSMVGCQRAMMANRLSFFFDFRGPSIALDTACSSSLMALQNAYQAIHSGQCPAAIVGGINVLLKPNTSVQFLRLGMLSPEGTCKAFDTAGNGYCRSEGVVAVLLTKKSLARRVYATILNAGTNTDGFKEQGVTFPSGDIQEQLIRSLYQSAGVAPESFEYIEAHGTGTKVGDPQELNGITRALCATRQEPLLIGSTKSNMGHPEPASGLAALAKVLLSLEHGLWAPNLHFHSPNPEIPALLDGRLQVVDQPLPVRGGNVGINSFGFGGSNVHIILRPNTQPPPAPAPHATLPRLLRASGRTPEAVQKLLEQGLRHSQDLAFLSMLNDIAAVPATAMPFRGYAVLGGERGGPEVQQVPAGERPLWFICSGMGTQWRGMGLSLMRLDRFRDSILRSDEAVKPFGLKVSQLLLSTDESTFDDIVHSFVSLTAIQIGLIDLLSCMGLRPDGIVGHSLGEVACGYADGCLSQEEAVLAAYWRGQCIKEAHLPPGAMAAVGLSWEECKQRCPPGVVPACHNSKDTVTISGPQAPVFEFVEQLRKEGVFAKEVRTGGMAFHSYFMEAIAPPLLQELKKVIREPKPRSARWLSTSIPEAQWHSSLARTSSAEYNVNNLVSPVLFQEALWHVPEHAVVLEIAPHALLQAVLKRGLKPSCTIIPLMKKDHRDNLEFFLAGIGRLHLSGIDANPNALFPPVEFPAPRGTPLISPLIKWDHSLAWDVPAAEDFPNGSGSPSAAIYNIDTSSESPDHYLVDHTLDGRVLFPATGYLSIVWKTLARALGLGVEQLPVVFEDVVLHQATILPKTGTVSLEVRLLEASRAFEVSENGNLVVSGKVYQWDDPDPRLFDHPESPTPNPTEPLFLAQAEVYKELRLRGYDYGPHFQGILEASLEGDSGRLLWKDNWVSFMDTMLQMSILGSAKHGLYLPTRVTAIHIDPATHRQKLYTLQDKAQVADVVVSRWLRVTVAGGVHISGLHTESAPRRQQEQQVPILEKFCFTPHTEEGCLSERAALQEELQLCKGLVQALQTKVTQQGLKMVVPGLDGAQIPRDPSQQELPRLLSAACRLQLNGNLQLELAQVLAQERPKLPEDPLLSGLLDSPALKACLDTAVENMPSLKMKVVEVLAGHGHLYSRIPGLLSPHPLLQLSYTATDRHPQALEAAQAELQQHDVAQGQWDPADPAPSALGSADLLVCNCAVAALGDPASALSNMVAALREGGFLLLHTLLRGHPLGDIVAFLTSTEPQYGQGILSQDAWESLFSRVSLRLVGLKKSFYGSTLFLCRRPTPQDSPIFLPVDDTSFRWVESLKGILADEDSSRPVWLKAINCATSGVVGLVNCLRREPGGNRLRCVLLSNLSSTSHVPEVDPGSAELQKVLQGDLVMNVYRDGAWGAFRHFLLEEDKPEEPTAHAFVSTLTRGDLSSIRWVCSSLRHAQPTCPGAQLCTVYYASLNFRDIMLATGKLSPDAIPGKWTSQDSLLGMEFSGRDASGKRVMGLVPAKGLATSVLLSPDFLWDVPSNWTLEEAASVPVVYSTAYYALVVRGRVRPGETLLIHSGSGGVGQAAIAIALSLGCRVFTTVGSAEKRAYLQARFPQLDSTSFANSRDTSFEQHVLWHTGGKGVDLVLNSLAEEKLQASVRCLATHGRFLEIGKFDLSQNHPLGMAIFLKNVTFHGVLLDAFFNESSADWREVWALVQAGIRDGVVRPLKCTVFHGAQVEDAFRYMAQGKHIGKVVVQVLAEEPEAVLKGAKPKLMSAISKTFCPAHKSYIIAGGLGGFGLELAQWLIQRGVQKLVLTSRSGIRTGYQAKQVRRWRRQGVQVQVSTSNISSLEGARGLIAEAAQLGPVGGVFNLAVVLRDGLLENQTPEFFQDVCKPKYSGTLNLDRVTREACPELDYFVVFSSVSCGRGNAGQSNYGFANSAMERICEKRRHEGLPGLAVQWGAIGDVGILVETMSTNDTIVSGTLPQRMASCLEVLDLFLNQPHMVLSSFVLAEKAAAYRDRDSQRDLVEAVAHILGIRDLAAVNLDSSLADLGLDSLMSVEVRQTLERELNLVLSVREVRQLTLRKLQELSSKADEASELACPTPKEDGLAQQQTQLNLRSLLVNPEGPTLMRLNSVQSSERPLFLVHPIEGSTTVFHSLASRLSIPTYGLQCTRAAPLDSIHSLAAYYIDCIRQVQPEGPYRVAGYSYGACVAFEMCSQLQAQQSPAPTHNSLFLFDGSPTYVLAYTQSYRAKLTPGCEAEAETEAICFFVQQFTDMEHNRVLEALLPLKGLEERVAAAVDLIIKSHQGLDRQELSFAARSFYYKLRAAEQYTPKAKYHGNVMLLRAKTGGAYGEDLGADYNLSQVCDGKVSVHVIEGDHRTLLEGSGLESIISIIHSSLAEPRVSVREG
PABP1 MLLE inh: inhibitors of microRNA-mediated deadenylation, human PABP1 MLLE binding; P11940; GST-MLLE / FITC-PAM2 fluorescence polarization; AID 588489; inhibition, % at 20 µM; hit rate 0.36% among 360,000; in the data active means inhibition above about 35%, passing the limit was not always enough;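 further: plate controls were DMSO wells with GST-MLLE for no effect and wells lacking GST-MLLE protein for full effect; some results filed as inactive read as strong as hits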
MsrA inhibitor: inhibitors of bovine MsrA | purified bovine MsrA, absorbance read-out | inhibition, % at 15.5 µM | hit rate 0.75% among 360,000; in the data active means inhibition above about 4.5%;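 further: 0% = vehicle wells with enzyme and 100% = reference inhibitor wells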
TbMetRS inhib: blocks T. brucei methionyl-tRNA synthetase activity. purified T. brucei MetRS, ATP depletion, Kinase-Glo luminescence. inhibition, % at 11.9 µM. hit rate 0.4% among 360,000;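 active means inhibition above a per-plate cutoff of the control wells' mean inhibition plus 3 SD, cut at about 5.5% in these data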;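 further: 0% = DMSO wells median and 100% = median of wells with control inhibitor compound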
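System: purified T. brucei MetRS enzyme / Detection: Kinase-Glo luciferase luminescence reporting remaining unconsumed ATP / Medium: HEPES buffer with MgCl2, KCl, DTT, spermine, BSA, pyrophosphatase / Replication: singlicate, one well per compound / Evaluation: percent inhibition relative to median high and low control wells / Schedule: 2 h aminoacylation at 25 °C after 15 min preincubation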
bovine MsrA act: activators of bovine methionine sulfoxide reductase A; purified bovine MsrA, absorbance read-out; activation, % at 10.6 µM; hit rate 0.3% among 360,000; AID 602163; in the data active means activation above about 7.5%;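 further: 0% = vehicle and 100% = reference activator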
E coli Lon inh: inhibits E. coli Lon protease; P0A9M0; purified E. coli Lon protease, fluorescence polarization; inhibition, % at 7.94 µM; hit rate 0.42% among 360,000; AID 602123; in the data active means inhibition above about 13%, passing the limit was not always enough;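 further: 0% = enzyme with probe and DMSO and 100% = no enzyme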
CendR NRP1 mod: modulators of CendR peptide binding to human neuropilin-1. inhibition, % at 25 µM. FAM-RPARPAR peptide binding to NRP-1, fluorescence polarization. hit rate 0.85% among 360,000. O14786;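 active means inhibition or corrected inhibition above about 18%, plus a signal ratio from 0.5 to 1.5, limit read from the data, passing the limit was not always enough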; further: strong numbers were not always called active
* hit, by the source's call; . = no result given.

SMILES | SKN-1 inh | MT1-MMP act inh | FAS-TE inh | PABP1 MLLE inh | MsrA inhibitor | TbMetRS inhib | bovine MsrA act | E coli Lon inh | CendR NRP1 mod
COCCNC(=S)Nc1ccc2nc(N3CCN(C)CC3)cc(C)c2c1 | -1 | 2 | -9 | 11 | 0.5 | -1.7 | -6 | 1 | 6
CSc1ccc(Cn2nnc(C(=O)Nc3ccc(C)c(C)c3)c2N)cc1 | 12 | 6 | -2 | -6 | -0.3 | -0.1 | -5 | -4 | -5
O=C(NC1CCCCC1)c1ccc(Cn2cc(Cl)cn2)cc1 | 7 | 3 | 0 | -9 | -0.4 | 0.3 | -1 | -9 | 4
O=C(COC(=O)COc1ccc(Cl)cc1Br)NC1CCCC1 | 5 | -2 | -3 | 11 | -0.3 | 0.5 | -1 | -10 | 6
O=C(CCc1ccccc1)NCCCN1CCOCC1 | -16 | 7 | -10 | 8 | -1.1 | -1.9 | -14 | -3 | 2
CCCC1=C(C(=O)OCC)C(c2ccc(F)cc2)n2ncnc2N1 (centres undefined) | 10 | 2 | -3 | 8 | -0.3 | -0.6 | 0 | 3 | 22
COc1ccc(NC(=O)c2cccc(S(=O)(=O)N3CCOCC3)c2)cc1 | 1 | 1 | -3 | -11 | 0.8 | -0.4 | -3 | -1 | 1
COc1cccc(NC(=O)C2CCN(C(=O)NC3CCCCC3)CC2)c1 | 0 | 3 | -2 | -1 | -0.2 | 0.1 | -3 | -2 | 6
O=C(NN1C(=O)C2CCCCC2C1=O)c1ccco1 (centres undefined) | -8 | -1 | -6 | -6 | -0.6 | -0.2 | -2 | 9 | 16
CCCSc1cc(N)cc([N+](=O)[O-])c1 | 7 | 0 | 14 | -2 | 0.3 | -0.4 | -6 | -4 | 3
O=C(CC1C(=O)NCCN1Cc1ccc(F)c(F)c1)NCCn1cccn1 (centres undefined) | 7 | -2 | -5 | 23 | 0.3 | -1.0 | -3 | -8 | 28*
CC(C)c1ccc(Nc2c([N+](=O)[O-])c(=O)n(C)c3ccccc23)cc1 | 4 | 3 | 27 | 0 | 0.1 | 0.1 | -2 | -5 | 6
CCOC(=O)COc1c(Br)cc(C2NC(=O)NC(C)=C2C(C)=O)cc1OC (centres undefined) | 8 | -2 | -7 | -8 | 0.5 | -0.9 | -9 | 2 | -21
CC(=O)Nc1ccc(-n2nnnc2SCC(=O)NCc2cccs2)cc1 | 4 | 2 | -6 | -15 | -0.6 | -0.3 | -5 | -4 | -5
Cc1cc(C)c2c(n1)sc1c(N3CCCCC3)ncnc12 | 16 | 1 | 10 | 0 | -1.2 | 0.3 | 2 | -5 | 15
COc1ccc(/C=N/N=C2/NC(=O)CC(C(=O)O)S2)cc1 (centres undefined) | 7 | -1 | -14 | -8 | 5.0* | 0.4 | -7 | -12 | -5
COc1cccc(NC(=O)N2CCC(NC(=O)C(Cc3ccccc3OC)NC(C)=O)CC2)c1 (centres undefined) | -12 | 3 | -7 | 1 | -1.6 | -0.2 | -1 | -9 | -3
CO/C=C\C=C/c1nnn(-c2ccc(Cl)cc2)n1 | -6 | 1 | 8 | 1 | -1.1 | 0.2 | -1 | -6 | 0
CC(C)O/N=C1\C(=O)N(c2ccccc2)c2ccccc21 | -1 | -3 | 0 | -11 | 0.4 | -1.3 | 0 | -7 | 11
COc1cccc(C2CC(c3cccc(NS(C)(=O)=O)c3)=NN2C(=O)c2ccccc2)c1OC (centres undefined) | 13 | -7 | 8 | -14 | 1.1 | 0.3 | -3 | 12 | -19
Cc1ccc(SCC(=O)OCC(=O)N2CCN(C(=O)c3ccco3)CC2)c(C)c1 | -9 | -4 | -2 | 0 | 0.1 | -0.2 | 0 | -16 | 11
COc1ccc(CN2CCCC(CO)(Cc3ccc(F)cc3F)C2)cc1 (centres undefined) | 16 | 5 | -3 | 0 | 0.1 | -0.4 | -1 | -1 | -5
COc1ccc(-c2cc(C(=O)OCC(=O)NC(C)(C)C)c3ccccc3n2)cc1 | -4 | 5 | 19 | -16 | . | -0.1 | -1 | 4 | -7
C=CCN=C1S/C(=C/c2cccc([N+](=O)[O-])c2)C(=O)N1CC=C | 18 | 11 | 30 | 4 | 0.6 | -0.5 | -4 | -6 | 0
CC(C)(C)c1cc(NC(=O)COC(=O)c2ccc(O)cc2O)n(-c2ccccc2)n1 | 9 | -1 | -2 | 0 | 0.2 | -0.4 | -2 | -1 | -11
CCC(C)[C@H](NC(=O)Nc1ccccc1F)C(=O)OC (some centres undefined) | 14 | 1 | -5 | -5 | -1.0 | 0.0 | -3 | 3 | 22*
Cc1nnc(SCC(=O)Nc2ccc(S(N)(=O)=O)cc2)n(N)c1=O | -10 | -3 | -12 | -26 | 1.1 | -0.1 | -2 | -11 | 6
CCOC1=C2CN(S(=O)(=O)c3ccc(C)cc3)[C@H](c3ccccc3)C[C@@H]2N(S(=O)(=O)c2ccc(C)cc2)[C@H](c2ccccc2)C1 | 12 | -2 | 22 | -5 | -0.3 | -0.5 | -2 | -6 | 12
Cn1c(CO)nc2cc(N)ccc21 | -1 | -1 | -6 | -1 | 0.0 | -1.0 | -2 | 6 | 15
CCSc1nnc2ccc(-c3cccs3)nn12 | -2 | 3 | -3 | 0 | 1.0 | 0.0 | -3 | -6 | 7
Cc1cccc([C@@H](NC(=O)OC(C)(C)C)C(=O)OC(C)(C)C)c1 | -3 | 4 | 4 | -13 | -0.3 | -0.3 | 3 | 3 | -9
FC(F)Oc1ccc(NC(=S)NN2CCOCC2)cc1 | 0 | 2 | -6 | -3 | -0.1 | -1.1 | -11 | -1 | 0
CCCC(=NC(C)CC)C1=C(O)CC(c2ccccc2)CC1=O (centres undefined) | 10 | 2 | 5 | -13 | -0.3 | 0.3 | 0 | -1 | -4
Cc1c(C)c(C)c(CO/N=C/c2cccs2)c(C)c1C | 5 | -3 | 0 | 10 | -0.6 | 0.1 | -1 | 7 | 16
CCCCNC(=O)C1C2C=CC3(CN(Cc4ccccc4Cl)C(=O)C13)O2 (centres undefined) | -7 | -1 | -2 | -9 | 1.3 | -0.3 | -1 | 3 | 6
COc1cc2c(cc1OC)-c1nc3ccccc3c(=O)n1C(C)(C)C2 | 6 | 6 | 4 | -5 | 1.7 | -1.1 | -6 | -8 | -3
O=[N+]([O-])c1cc(Br)c2c(c1)CCN2 | 3 | 3 | -4 | 1 | 1.7 | 0.0 | 1 | 5 | 3
Cc1cc(C)cc(Oc2coc3cc(O)ccc3c2=O)c1 | 12 | -3 | -4 | -2 | 2.4 | 1.5 | -4 | -5 | 0
COc1cccc(C2=Cc3ccc(F)cc3C(CC(C)=O)N2c2ccc(C#CC3(O)CCCCC3)cc2)c1 (centres undefined) | -5 | -10 | 25 | . | 0.6 | -0.1 | 8.1* | -5 | -12
O=C(C=Cc1ccccc1F)c1ccccc1 | 13 | 2 | 1 | -8 | 0.6 | -1.0 | -5 | 2 | 13
Cc1nnc(SCc2cc(=O)[nH]c(N3CCN(C)CC3)n2)s1 | 4 | 1 | -11 | 11 | 0.0 | -0.2 | -1 | -5 | -3
CCOc1ccccc1NC(=O)Cn1c(=O)oc2ccccc21 | 9 | -5 | 1 | 10 | -0.3 | -1.0 | -7 | -7 | -9
Cc1ccc(OCC(=O)Nc2ccccc2N2CCCC2)c(C)c1 | 14 | -4 | 25 | 5 | 0.0 | -0.1 | -1 | -1 | 1
Cc1ccc2c(c1)CCCN2C(=O)CSc1ccccc1 | 8 | -2 | 10 | 0 | -0.4 | -0.1 | -6 | 5 | -3
Cc1noc(C)c1S(=O)(=O)N(C)C[C@H]1Oc2ccc(NS(=O)(=O)c3cn(C)cn3)cc2C(=O)N([C@H](C)CO)C[C@@H]1C | -6 | 6 | -10 | 11 | -0.9 | -1.2 | -7 | -8 | -11
CSc1n[nH]c(-c2ccc(C(F)(F)F)cc2)n1 | -9 | -1 | -11 | -5 | 1.9 | -1.0 | -3 | 7 | 10
CCNC(=O)COn1c(SCC(=O)NCC)nc2ccccc2c1=O | 16 | 2 | -5 | -4 | -0.2 | 0.0 | 2 | 12 | 5
CC1CCCCC1NC(=O)COC(=O)CNC(=O)c1cccc(F)c1 (centres undefined) | 5 | 1 | -6 | -13 | -1.3 | -0.7 | -3 | 2 | 13

Just E coli Lon inh, MT1-MMP act inh and bovine MsrA act, for some of the entries so far:
compound | E coli Lon inh | MT1-MMP act inh | bovine MsrA act
COc1cccc(C2=Cc3ccc(F)cc3C(CC(C)=O)N2c2ccc(C#CC3(O)CCCCC3)cc2)c1 (centres undefined) | -5 | -10 | 8.1*
O=C(C=Cc1ccccc1F)c1ccccc1 | 2 | 2 | -5
Cc1nnc(SCc2cc(=O)[nH]c(N3CCN(C)CC3)n2)s1 | -5 | 1 | -1
CCOc1ccccc1NC(=O)Cn1c(=O)oc2ccccc21 | -7 | -5 | -7
Cc1ccc(OCC(=O)Nc2ccccc2N2CCCC2)c(C)c1 | -1 | -4 | -1

(cont.)
SMILES | SKN-1 inh | MT1-MMP act inh | FAS-TE inh | PABP1 MLLE inh | MsrA inhibitor | TbMetRS inhib | bovine MsrA act | E coli Lon inh | CendR NRP1 mod
CCCN1CCCc2cc(CN(CCCN3CCOCC3)C(=O)Nc3ccc(OCC)cc3)ccc21 | 16 | 1 | 13 | 4 | 0.3 | -0.5 | -3 | 10 | 11
CCC(C)[C@H](NC(=O)NCCCN1CCOCC1)C(=O)OC (some centres undefined) | 6 | 6 | -6 | 3 | 0.8 | 0.3 | 0 | -10 | -4
O=C(NCc1ccccc1)c1ccc(Cn2cc(C(F)(F)F)ccc2=O)cc1 | -11 | 2 | 2 | -9 | -0.7 | -0.1 | 4 | -17 | -6
COc1ccccc1NC(=O)c1ccc(NS(C)(=O)=O)cc1 | 6 | 8 | -7 | 1 | 0.1 | 0.2 | -3 | 3 | 6
CNC(=O)N(O)C1N(/N=C/c2ccccc2OC)C(=S)SC1(C)C (centres undefined) | 2 | -2 | -1 | 20 | 3.4 | 0.0 | -1 | -11 | 4
CN(CC1CCCO1)S(=O)(=O)c1ccc(C(=O)Nc2nnc(-c3ccccc3)o2)cc1 (centres undefined) | 3 | -3 | -1 | -6 | 1.4 | 0.2 | -1 | -4 | 1
CCOC(=O)C1=C(c2ccccc2)Nc2ncnn2C1c1cccc(OC)c1OC (centres undefined) | -1 | 0 | -5 | 6 | 0.2 | -1.0 | -4 | -17 | 5
CCN(CC)S(=O)(=O)c1ccc(/C=C/C(=O)OCC(=O)N(C(C)C)C(C)C)cc1 | -7 | 3 | 1 | -3 | 0.1 | -0.2 | 1 | -3 | 3
Cc1cc(C(=O)COC(=O)c2ccncc2)c(C)n1CCc1ccc(F)cc1 | 6 | -2 | 6 | -55 | 1.8 | -0.3 | -7 | -10 | -25
COc1ccc(Nc2nc(=O)c3cc([N+](=O)[O-])ccc3s2)cc1 | -2 | 3 | 6 | 7 | -1.3 | -0.3 | -3 | 0 | -12
Cc1cc(C)n(-c2ccc(C(=O)C(C#N)c3nc4ccccc4n3C)cc2)n1 (centres undefined) | -2 | 7 | -5 | -6 | 0.7 | -1.6 | -8 | -2 | 5
